ER stress death: ER stress cell death inhibition; 48,000 compounds, 0.33% hits; CSM14.1 thapsigargin ER stress survival, ATP luminescence; relative survival (cellular ATP), % at 15 µg/mL (by protocol); AID 1010;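 active = survival measured by cellular ATP above 50% at 15 µg/ml in the first screen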;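 note: cell death triggered by about 15 µM thapsigargin; ATP read 24 h after thapsigargin was added; plate controls were thapsigargin with DMSO for no effect and DMSO without thapsigargin for full effect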
Active calls of the source: *.

SMILES	ER stress death
CCOC(=O)c1sc(NC(=O)C(CC)c2ccccc2)c(C(N)=O)c1C (configuration not stated)	2
CCOc1ccc(NC(=O)C2=C(C)NC(=S)NC2c2ccc(C)cc2)cc1 (configuration not stated)	9
Cc1cc(C)nc(NC(N)=NC(C)(C)C)n1	0
CCOc1ccc(N2C(=O)C(O)=C(C(=O)/C=C/c3ccccc3)C2c2ccccc2[N+](=O)[O-])cc1 (configuration not stated)	-1
CCN(CC)S(=O)(=O)c1ccc(NC(=O)COc2ccc(Cl)cc2)cc1	5
O=C(NC(=S)Nc1ccccc1)C12CC3CC(CC(C3)C1)C2	-5
Cc1cccc(OCC(=O)Nc2ccc(S(=O)(=O)Nc3ncccn3)cc2)c1	-5
Cc1cc(C)c(N2C(=O)NC(=O)/C(=C/c3ccc([N+](=O)[O-])o3)C2=O)c(C)c1	0
COc1ccc(/C=C2/C(=O)NC(=O)N(c3ccc(C(C)C)cc3)C2=O)cc1O	10
CCN(CC)C(=O)CSc1nc2ccc([N+](=O)[O-])cc2s1	9
CC(C)CCn1c2ccccc2c2cc(CC(=O)O)ccc21	3
CCOc1ccc(N2C(=O)NC(=O)/C(=C/c3cccc(OC)c3)C2=O)cc1	0
Cc1onc(-c2ccccc2)c1C(=O)N1CCN(c2ccc([N+](=O)[O-])cc2)CC1	5
O=C(CCc1ccccc1)Nc1ccc(Br)cn1	3
C/C(=N\NS(=O)(=O)c1ccc(C)cc1)c1cccs1	4
CCOc1ccccc1N1CCN(C(=O)c2cc(-c3cccc(C)c3)nc3ccccc23)CC1	0
C[n+]1ccccc1/C=C/c1ccc(O)cc1	-1
O=C(Nc1ccc(OCC(=O)N2CCOCC2)cc1)c1ccccc1F	-3
Cc1cc(NC(=O)c2ccc(-c3ccc(Br)cc3)o2)ccc1NC(=O)c1ccco1	-8
O=C(c1ccc(Cl)cc1)N1CCN(c2ccc([N+](=O)[O-])c(NCc3ccccc3)c2)CC1	4
O=C(/C=C/c1ccccc1)NC(=S)Nc1ccc(N2CCOCC2)cc1	1
O=[N+]([O-])c1ccc(Cc2ccncc2)cc1	6
CCc1ccc(NC(=O)C(=O)NCCc2ccc(F)cc2)cc1	4
CCOc1ccc(N2C(=O)C3CC=CCC3C2=O)cc1 (configuration not stated)	7

4 entries from above, with each value named.
Cc1cc(NC(=O)c2ccc(-c3ccc(Br)cc3)o2)ccc1NC(=O)c1ccco1
  ER stress death: -8

C/C(=N\NS(=O)(=O)c1ccc(C)cc1)c1cccs1
  ER stress death: 4

Cc1onc(-c2ccccc2)c1C(=O)N1CCN(c2ccc([N+](=O)[O-])cc2)CC1
  ER stress death: 5

CCc1ccc(NC(=O)C(=O)NCCc2ccc(F)cc2)cc1
  ER stress death: 4

Next part:
SMILES	ER stress death
Cc1ccccc1C(=O)N1CCN(c2nc3ccc([N+](=O)[O-])cc3s2)CC1	9
CCOC(=O)c1ccc(NC(=O)CN(c2ccc(C)cc2)S(=O)(=O)c2ccc(OCC)cc2)cc1	7
COc1ccc(C2SCC(=O)N2c2ccc(Cl)cc2)cc1 (configuration not stated)	4
CCSCCOC(=O)C1=C(C)NC2=C(C(=O)CCC2)C1c1ccc(F)c(F)c1 (configuration not stated)	8
COc1ccc(N(CC(N)=O)S(C)(=O)=O)c(OC)c1	7
O=c1c2ccccc2nc(-c2ccccc2)n1/N=C/c1cccs1	2
CCC(=O)N1c2ccccc2NC2=C(C(=O)CC(c3ccccc3)C2)C1c1ccc(C)o1 (configuration not stated)	-1
CS(=O)(=O)N(CC(=O)NCc1ccco1)c1ccc(Oc2ccccc2)cc1	6
CC(=O)CC(=O)Nc1ccc2c(c1)OCCO2	2
CN(CCOC(=O)c1ccccc1)C1=NS(=O)(=O)c2ccccc21	-4
O=C(NCC1CCCO1)c1cc2nc(-c3ccco3)cc(C(F)(F)F)n2n1 (configuration not stated)	3
COc1cc2c(cc1OC)C(CSc1ccccc1C(=O)O)=NC(C)(C)C2	2
O=[N+]([O-])c1ccc(S(=O)(=O)NCCOc2ccccc2Cl)cc1	6
CC1(C)CC(=O)c2cc(-c3ccccc3)n(CC(=O)OCN3C(=O)c4ccccc4C3=O)c2C1	5
O=C(CSc1ncn[nH]1)Nc1ccc(Br)cc1	-4
O=C(Nc1cc(NC(=O)c2ccccc2)cc(C(=O)Nc2nccs2)c1)c1ccccc1	4
Cc1ccc(OCC(=O)NCc2ccccn2)c(C)c1	4
Cc1cc(=O)[nH]c2ccc([N+](=O)[O-])cc12	18
CC1=C(C(=O)Nc2ccccc2)C(c2cccc(Cl)c2)NC(=S)N1 (configuration not stated)	3
CCOC(=O)CSc1nc2c(c(=O)n1-c1ccc(OC)cc1)C1(CCCCC1)Cc1ccccc1-2	11
O=C(NC(=S)Nc1ccc(-c2nc3cc(Cl)ccc3o2)cc1)c1ccccc1Cl	1
Cc1ccnc(NS(=O)(=O)c2ccc(NC(=O)C3CCCO3)cc2)n1 (configuration not stated)	3
Clc1cccc(Cl)c1OCCCN1CCCCC1	-2
O=[N+]([O-])c1cccc(S(=O)(=O)Nc2ccc(Br)cc2)c1	3

Six entries from above, sorted by molecular weight, descending.
SMILES	ER stress death
CC1(C)CC(=O)c2cc(-c3ccccc3)n(CC(=O)OCN3C(=O)c4ccccc4C3=O)c2C1	5
O=C(NC(=S)Nc1ccc(-c2nc3cc(Cl)ccc3o2)cc1)c1ccccc1Cl	1
O=[N+]([O-])c1cccc(S(=O)(=O)Nc2ccc(Br)cc2)c1	3
O=C(CSc1ncn[nH]1)Nc1ccc(Br)cc1	-4
Clc1cccc(Cl)c1OCCCN1CCCCC1	-2
Cc1cc(=O)[nH]c2ccc([N+](=O)[O-])cc12	18

(cont.)
SMILES	ER stress death
O=C(c1ccccc1O)N1CCCc2ccccc21	-1
CCOC(=O)C1=C(C)N(C)C(=O)NC1c1ccc(O)cc1 (configuration not stated)	5
CC1CCc2c(sc(NC(=O)C(C(C)C)N3C(=O)c4ccccc4C3=O)c2C(N)=O)C1 (configuration not stated)	6
COc1ccc(-c2nnnn2C)cc1S(=O)(=O)NCCc1ccccc1	-1
O=C(COc1ccc2ccccc2c1)Nc1cccc(NC(=O)c2ccc(Cl)cc2Cl)c1	50*
C=CCc1ccccc1OCCOc1ccc(/C=C2/SC(=S)N(C)C2=O)cc1OC	0
Cc1[nH]n(-c2ccccc2)c(=O)c1C=Nc1ccccc1Cl	6
COc1ccc(CNC(=O)CSc2ccccn2)cc1	14
O=C(Nc1ccc(O)cc1)Nc1ccc(Cl)cc1	-3
CC(=O)N1c2ccccc2C(N(C(=O)c2ccc([N+](=O)[O-])cc2)c2ccccc2)CC1C (configuration not stated)	11
CC(=O)Nc1ccc(N/C(C)=C/C(=O)c2ccc(Br)cc2)cc1	11
COc1ccc2ccccc2c1C(=O)/C=C/c1cccnc1	-6
COc1cc(OC)c(OC)cc1CNCC1OCCc2ccccc21 (configuration not stated)	-4
Cc1cc(Cl)ccc1NC(=O)COc1ccccc1C	0
c1ccc(CN2CCN(Cc3c[nH]c4ccccc34)CC2)cc1	-8
O=C(N/C(=C\c1ccc(Br)cc1)C(=O)N1CCCCCC1)c1cccs1	13
Cn1cccc1CN1CCN(C(=O)c2ccc([N+](=O)[O-])cc2)CC1	-9
COC(=O)c1c(N=CN(C)C)c(C#N)c2n1CCCCC2	0
Cc1ccccc1NC1SC(=O)N(c2ccccc2)C1=O (configuration not stated)	8
COc1ccc(CNC(=O)Cc2ccccc2)cc1OC	8
Cc1ccc(C2/C(=C(\O)c3ccccc3)C(=O)C(=O)N2c2nncs2)cc1 (configuration not stated)	1
CCCCCC(=O)c1c(C)nn(C)c1C	5
CCOC(=O)c1c[nH]c2c(ccc3ccccc32)c1=O	9
CCN(CC)CC(=O)Nc1ccc2c(c1)N(C(=O)CNN(CC)CC)c1ccccc1CC2	-4
COc1ccc(Cl)cc1N(CC(=O)N1CCN(c2ccccc2)CC1)S(=O)(=O)c1ccccc1	4
Cc1sc(NC(=O)c2ccc(F)cc2)nc1C12CC3CC(CC(C3)C1)C2	-5
COc1ccccc1C(=O)NN1C(=O)/C(=C/c2cccc(Br)c2)SC1=S	-5
Cc1cccc(N2C(=O)NC(=O)/C(=C/c3ccc(N(C)C)c(Br)c3)C2=O)c1	0
O=C(O)c1ccc(Cl)c(S(=O)(=O)N2CCCC2)c1	8
O=C(Nc1ccc2nn(-c3ccc(F)cc3)nc2c1)c1ccco1	-5
COc1ccc(/C=N\N2CCN(c3ccc(Cl)cc3)CC2)cc1O	13
COc1ccc(NC2OC(=O)c3c2ccc(OC)c3OC)cc1 (configuration not stated)	13
CCCCOc1ccc(NC(=O)CSc2nnc(C)s2)cc1	13
COc1ccc(N(CC(=O)Nc2c(C)cccc2C)S(=O)(=O)c2ccccc2)cc1Cl	6
COc1cccc(C(=O)NC(NC(=S)Nc2cc(OC)ccc2OC)C(Cl)(Cl)Cl)c1 (configuration not stated)	0
Cc1ccc(Cc2cnc(NC(=O)/C=C/c3ccc(C)o3)s2)cc1	0
O=c1oc(-c2ccccc2)nc2sc3c(c12)CCC3	3
CSc1nnc2sc3ccccc3n12	17
Cc1cc(C)c(C(N)=O)c(Nc2ccc(Cl)cc2)n1	5
COc1ccc(C)cc1NC(=O)C1C2C=CC(O2)C1C(=O)O (configuration not stated)	6
CC(=O)c1ccc(NN=C(C#N)C#N)cc1	2
COC(=O)C1=C(C)N(c2ccc(F)cc2)C(=O)/C1=C\c1ccc(OCC(=O)NCC2CCCO2)cc1 (configuration not stated)	8
COCCOC(=O)C1=C(C)NC(=O)NC1c1cccs1 (configuration not stated)	9
CCN(CC)Cc1c(O)ccc2oc(C)c(C(=O)c3ccc(OC)cc3OC)c12	-12
O=C(CCN1C(=O)/C(=C/c2cccs2)SC1=S)Nc1ccccn1	-1
O=C(c1ccccc1Cl)N1CCN(c2c(Cl)cccc2[N+](=O)[O-])CC1	5
O=C(CN1C(=O)c2ccccc2C1=O)Nc1ccc(Br)cc1	1
CC1CCN(C(=O)c2cncc(Br)c2)CC1	-1
Cc1ccc(/C=N/NC(=O)Cc2nnc(N)s2)cc1	12
O=C(N=Nc1c(O)n(Cc2ccccc2)c2ccccc12)c1ccccc1[N+](=O)[O-]	-6
C=CCn1c(-c2ccc(OC)cc2)n[nH]c1=S	13
CCSC1=C(C#N)C(c2cccc3ccccc23)CC(=O)N1 (configuration not stated)	-1
CCOC(=O)c1c(NC(=O)/C=C/c2ccc(OC)c(OC)c2)sc2c1CC(C)(C)OC2	8
CCC1(C)CC(CC(=O)O)(c2ccccc2OC)CCO1 (configuration not stated)	-4
N#CC(C#N)=Cc1ccc(-c2ccc(Cl)c(C(=O)O)c2)o1	-1
COc1cccc(NC(=O)c2ccc(CN3CCN(Cc4ccccc4)CC3)cc2)c1	-4
NC(=O)c1ccccc1NC(=O)c1ccc(Cl)cc1[N+](=O)[O-]	7
O=C(COc1ccc(Cl)cc1)Nc1cc(C(F)(F)F)cc(C(F)(F)F)c1	8
Cc1nc2ccccn2c1C(=O)N/N=C\c1ccc(OCc2ccc(Cl)cc2)cc1	8
O=C(O)CCC(=O)Nc1sc2c(c1C(=O)Nc1ccccc1)CCCC2	10

Remaining list, next part:
SMILES	ER stress death
O=C(O)c1ccccc1C(=O)Nc1ccc(Cl)cn1	4
O=C1SC(N2CCOCC2)C(=O)N1c1ccccc1 (configuration not stated)	6
NS(=O)(=O)c1cccc(NC(=O)/C=C/c2ccc(Cl)cc2)c1	-3
COc1ccccc1N(CC(=O)Nc1ccc(Oc2ccccc2)cc1)S(=O)(=O)c1ccccc1	5
COc1ccc2oc(=O)c(C(=O)NCCc3ccccc3)cc2c1	4
COc1ccc(C(=O)Nc2ccc3oc(-c4cc(Cl)c(OC)c(Cl)c4)nc3c2)cc1OC	13
COc1cc(/C=C2\SC(=S)N(c3cccc(C(=O)O)c3)C2=O)ccc1O	30
Cc1cc(=O)[nH]c(SCC(=O)Nc2ccccc2Br)n1	8
CC(=O)OCc1ccc(-c2ccc([N+](=O)[O-])cc2)o1	0
Cc1cc(/C=N/n2cnnc2)c(C)n1-c1ccc(I)cc1	4
COc1ccccc1C(=O)Nc1ccc(Br)cc1	1
Cc1cc(C)nc(/N=C(/N)Nc2ccc([N+](=O)[O-])cc2C)n1	-2
COc1ccc(OC)c(C=C2C(=O)N(C)C(=S)N(C)C2=O)c1	0
CCOc1ccccc1CN(CCc1ccc2c(c1)OCO2)Cc1ccncc1	103*
CCOC(=O)C1=C(C)NC(=S)NC1c1ccc(C)cc1 (configuration not stated)	6
CCN1C(=O)/C(=C\c2ccc(O)c(OC)c2)C(C(=O)OC)=C1C	-8
N/C(=C\C(=O)c1ccccc1O)C(Cl)(Cl)Cl	-2
O=C(NC1CCS(=O)(=O)C1)/C(=C\c1ccccc1)NC(=O)c1ccc([N+](=O)[O-])cc1 (configuration not stated)	-1
CC(=O)Nc1nonc1-c1nc2ccccc2n1Cc1nnc(C)o1	2
Cc1ccnc(NC(=S)NC(=O)c2ccc(Cl)cc2)c1	0
Cc1cc(-c2ccc(/C=c3\sc4nc5c(C)cc(C)cc5n4c3=O)o2)c(C)c([N+](=O)[O-])c1	2
Cc1cccc(OCCSc2nc3ccccc3n2CCO)c1	6
Cc1cc(C)nc(SCC(=O)Nc2ccccc2[N+](=O)[O-])n1	-4
CCc1c(C)nc2cc(-c3cccc(C)c3)[nH]n2c1=O	12
Cc1ccc(N=Cc2ccccc2OCc2ccccc2)c(O)c1	1
CC1/C(=N\O)CC(c2ccco2)NC1c1ccco1 (configuration not stated)	-11
O=C(NCCOC(=O)c1ccc(S(=O)(=O)N2CCOCC2)cc1)c1cccnc1	1
O=C(COc1ccc(Br)cc1)N1CCN(c2ccccn2)CC1	7
COc1ccc(OC)c(C=Nc2ccc(I)cc2)c1	-16
Cc1cc(-c2ccc(C(C)C)cc2)c(C#N)c(N)n1	13
Cc1ccc(C(=O)Nc2ccc(NC(=O)c3ccccc3)cc2)cc1S(=O)(=O)N1CCOCC1	5
COc1cccc(-n2c(O)c(C=Nc3ccc(F)cc3)c(=O)[nH]c2=O)c1	6

High-throughput results as filed in PubChem BioAssay.

The list is partial; the hit share may differ from the screen's.
